# KCNH2 3.1 block – blocks the human KCNH2 3.1 channel isoform | activity change, % (tested at about 1.8 µM) | U2OS KCNH2 3.1, thallium flux FluxOr; stronger effect = lower value | 340,000 compounds, 0.95% hits | AID 720553;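 active = maximum activity change below -70%; inconclusive = maximum activity change from -70% to -50%; inactive = maximum activity change above -50%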;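 also: thallium influx rate constant from kinetic fluorescence after stimulation buffer; % is scaled to controls: 0 for no effect and ±100 for the full control effect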
#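 Kinetic fluorescence (2 min after stimulation buffer) measures Tl+ influx through KCNH2 3.1 expressed by viral transduction in U2OS cells; the rate constant is normalized against DMSO controls serving as positive and negative references.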
# ELG1 genotox – genotoxicity induction in ELG1-luciferase HEK293T cells. HEK293T ELG1-luciferase reporter, luminescence, 16 h. Potency, µM (series often up to 46 µM), without a hit: top-dose activity change, positive = activation, actives largely listed as activators. 330,000 compounds, 1.3% hits. AID 504466; also: potency is read from the fitted curve at half-maximal effect; % of control where 0% means no effect; nearly all actives have a fitted effect of over 60% in size
#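 Quantitative HTS format in 1536-well plates. HEK293T ELG1-luciferase reporter cells receive test compound and are incubated 16 hr at 37 °C, 5% CO2; ONE-Glo added, 30 min room temperature, then luminescence read.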
# Coupling enz – counter-screen for Giardia aldolase inhibitors: coupling enzyme system | coupling enzyme system counterscreen, AmpLite Red fluorescence | activity change, negative = inhibition, % at 58.2 µM, hits read low | 290,000 compounds, 0.67% hits; in the data active = activity change below about -30%; also: % is scaled to controls: 0 for no effect and ±100 for the full control effect
#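 First, compound is pin-transferred into glyceraldehyde-3-phosphate coupling-enzyme reagent at 57.5 uM final and held 10 min at RT. Next, substrate, coupling system and AmpLite Red are added. After 20 min RT, fluorescence (525/598 nm) is read.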
# FLuc counter – counter-screen for miR-21 project: firefly luciferase inhibitors or activators; P08659; purified FLuc, Km substrates, luminescence inhibition; Potency, µM (doses to about 57.5 µM), inactives show at the top dose activity change, negative = inhibition, hits mostly inhibitors; 360,000 compounds, 6.9% hits;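 also: potency is read from the fitted curve at half-maximal effect; plate controls were vehicle for no effect and reference inhibitor for full effect; nearly all actives have a fitted effect of over 55% in size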
# Target sequence (P08659 whole entry, looked up): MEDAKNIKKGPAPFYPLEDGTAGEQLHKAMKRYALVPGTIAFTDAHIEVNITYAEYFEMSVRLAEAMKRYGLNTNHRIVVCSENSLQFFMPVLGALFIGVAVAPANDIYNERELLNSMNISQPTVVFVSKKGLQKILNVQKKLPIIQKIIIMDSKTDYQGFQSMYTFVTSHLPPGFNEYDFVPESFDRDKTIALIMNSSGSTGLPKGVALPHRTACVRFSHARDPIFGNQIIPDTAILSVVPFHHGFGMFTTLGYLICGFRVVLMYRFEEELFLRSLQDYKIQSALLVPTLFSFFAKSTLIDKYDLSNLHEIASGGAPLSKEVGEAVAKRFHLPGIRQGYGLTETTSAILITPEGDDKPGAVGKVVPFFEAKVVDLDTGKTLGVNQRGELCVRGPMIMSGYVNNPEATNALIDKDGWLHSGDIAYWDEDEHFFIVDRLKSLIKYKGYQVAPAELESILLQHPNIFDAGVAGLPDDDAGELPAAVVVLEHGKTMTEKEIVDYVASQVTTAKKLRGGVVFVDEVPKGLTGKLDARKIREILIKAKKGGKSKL
#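 Purified P. pyralis luciferase, 10 nM final, with Km-level 10 uM D-luciferin and 10 uM ATP in 50 mM Tris acetate pH 7.5, 10 mM Mg acetate, 0.01% Tween-20, 0.05% BSA; 6-point qHTS titration about 60 µM downward; luminescence read.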
# Giardia killer – Giardia lamblia killing | Giardia lamblia trophozoite viability | 340,000 compounds, 0.15% hits | activity change, % at 7.66 µM, hits read low | AID 540267; in the data active = activity change below about -80%; inconclusive = between about -30% and that limit;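 also: parasites exposed to compound for two days anaerobically before the ATP read; % is scaled to controls: 0 for no effect and ±100 for the full control effect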
#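 Media and compound were dispensed first, then trophozoites at 100 cells/well; plates sat 48 hrs at 37 deg C without oxygen before ATP luminescence reagent was added and read after 15-30 min at room temperature.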
# NPC1 promoter act – activators of NPC1 promoter. Potency, µM (titrated, usually from 9.22 µM), inactives show at the highest dose activation, most hits filed as activators. Huh7 NPC1 promoter luciferase reporter, 24 h. 320,000 compounds, 2.4% hits;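 also: potency is read from the fitted curve at half-maximal effect; % of control where 0% means no effect; nearly all actives have a fitted effect of over 60% in size; reporter is driven by a mutant NPC1 promoter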
#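 In 1536-well qHTS, Huh7 cells harboring an NPC1 promoter–luciferase construct received compound for 24 h; activation was quantified by luminescence following luciferase reagent addition.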
# uPA generation – cell surface uPA generation inhibition | cell surface uPA generation assay, qHTS | Potency, µM (titrated, usually from 38.3 µM), inactives show at the highest dose activity change, negative = inhibition, usual class: inhibitors | 330,000 compounds, 0.31% hits | AID 540303; active = well fitted inhibition curve with a large enough effect; inconclusive = small, poorly fitted or top-dose-only effect; inactive = no such curve, though single readings can be large or run the other way; tested in mouse RAW 264.7 cells; also: potency is read from the fitted curve at half-maximal effect; % is scaled to controls: 0 for no effect and ±100 for the full control effect; nearly all actives have a fitted effect of over 55% in size
# Tb PFK block – T. brucei PFK enzyme inhibition. O15648. T. brucei PFK, ADP-Glo luminescence. Potency, µM (series often up to 57.5 µM), for inactives: top-dose activity, negative = inhibition, most hits filed as inhibitors. 330,000 compounds, 0.17% hits. AID 485367;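 also: potency is read from the fitted curve at half-maximal effect; 0% = uninhibited 1x PFK enzyme wells and -100% = no-enzyme wells; nearly all actives have a fitted effect of over 60% in size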
# Target sequence (O15648 whole entry, looked up): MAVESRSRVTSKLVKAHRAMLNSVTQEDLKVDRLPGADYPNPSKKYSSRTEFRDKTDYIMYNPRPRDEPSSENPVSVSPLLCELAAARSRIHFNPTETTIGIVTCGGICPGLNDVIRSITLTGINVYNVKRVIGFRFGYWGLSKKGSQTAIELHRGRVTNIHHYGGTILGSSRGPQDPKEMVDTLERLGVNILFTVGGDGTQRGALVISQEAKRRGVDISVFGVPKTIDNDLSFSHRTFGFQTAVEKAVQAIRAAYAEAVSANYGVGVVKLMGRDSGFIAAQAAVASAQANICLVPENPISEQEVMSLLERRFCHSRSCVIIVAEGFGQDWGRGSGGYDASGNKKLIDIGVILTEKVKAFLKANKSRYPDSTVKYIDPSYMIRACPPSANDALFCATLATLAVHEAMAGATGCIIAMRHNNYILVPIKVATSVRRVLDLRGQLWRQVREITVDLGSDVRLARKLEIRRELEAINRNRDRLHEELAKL
#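 PFK 1.25 nM, F6P 0.5 mM, ATP 0.1 mM, 0.1 M TEA pH 8.0, 5 mM MgCl2, 0.01% Tween20, 0.1% BSA; 45 min RT. ADP-Glo readout. qHTS titration up to 57 uM; curves fitted, compounds curve-classed.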
# Rab9 prom act – Rab9 promoter activation; 320,000 compounds, 2.8% hits; Potency, µM (doses to about 9.22 µM), for inactives: at the highest dose activation, negative = inhibition, most hits filed as activators; Huh7 Rab9 promoter-luciferase reporter, luminescence, 24 h; also: potency is read from the fitted curve at half-maximal effect; % of control where 0% means no effect; nearly all actives have a fitted effect of over 60% in size
#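 Promoter activation is measured as luciferase luminescence in Huh7 cells stably transfected with a Rab9 promoter–luciferase construct, following 24 h compound exposure at 37 °C and 10 min reagent incubation at ambient temperature.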
# RORgamma inh – inhibitors of mouse ROR gamma transcriptional activity | Potency, µM (titrated, usually from 53.6 µM), for inactives: top-dose activity change, negative = inhibition, actives largely listed as inhibitors | Drosophila S2 Gal4-RORgamma UAS-luciferase reporter, 20 h | P51450 | 310,000 compounds, 5.4% hits | AID 2551; also: potency is read from the fitted curve at half-maximal effect; % is scaled to controls: 0 for no effect and ±100 for the full control effect; nearly all actives have a fitted effect of over 60% in size
#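 Read-out: Photinus luciferase luminescence; inhibitors lower reporter signal. Insect Schneider cells with Gal4-ROR gamma fusion under metallothionein promoter, UAS reporter; 700 uM final copper sulfate induction, 20 hr, ambient temperature.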
# Gal4-VP16 FLuc – Gal4-VP16 reporter inhibition counter-screen; Drosophila S2 Gal4-VP16 UAS-luciferase, luminescence, 20 h; Potency, µM (titrated, usually from 53.6 µM), for the others: at the top dose activity, negative = inhibition, hits mostly inhibitors; AID 2546; 310,000 compounds, 3.5% hits;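 also: Gal4-VP16 expression switched on by copper sulfate through the metallothionein promoter; potency is read from the fitted curve at half-maximal effect; % is scaled to controls: 0 for no effect and ±100 for the full control effect; nearly all actives have a fitted effect of over 50% in size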
# The depositor's hits bear a star; ? = inconclusive; / = no result given; & = joins results of further samples; [ ] = dose if it differs, or a comment. Unless noted, calls follow the shape of the dose curve; as a rule, active = well fitted curve in the direction sought with a large enough effect; inconclusive = small, poorly fitted or top-dose-only effect, or another doubt; inactive = no such curve, though single readings can be large; an effect the other way counts as inactive or inconclusive. An unsorted share of the library. Share with any hit: about 14%.
SMILES,KCNH2 3.1 block,ELG1 genotox,Coupling enz,FLuc counter,Giardia killer,NPC1 promoter act,uPA generation,Tb PFK block,Rab9 prom act,RORgamma inh,Gal4-VP16 FLuc
CN(C)C(=O)CSc1nnc(Cc2ccc([N+](=O)[O-])cc2)o1,-4,1%,3,6%,0,-3%,14%,?,2%,0%,13%
Cc1ccccc1OCC(O)CN(CCO)Cc1ccccc1 (stereo not given),-13,2%,1,-4%,7,-2%,-1%,2%,4%,2%,4%
CC1Sc2ccc(C(=O)OCc3ccccc3Cl)cc2NC1=O (stereo not given),-21,?,/,2.1µM*,-18,2.2µM*,4%,18%,1µM*,/,/
Cc1ccc2c(c1)C1CN(C)CCC1N2C(=O)COc1ccccc1F (stereo not given),-28,2%,-1,-1%,4,-3%,5%,-4%,-4%,-1%,1%
NC(=O)c1ccc(-n2nnnc2SCC(=O)Nc2ccc(N3CCOCC3)c(Cl)c2)cc1,-1,3%,0,1%,13,-8%,-4%,1%,-5%,2%,-3%
Cc1ccc(C)c(NC(=O)COC(=O)c2ccc3c(c2)OCCO3)c1,-4,-1%,/,-5%,6,2%,5%,6%,19%,/,/
CCC(C(=O)O)n1c(C(F)(F)F)nc2ccccc21 (stereo not given),-2,-3%,1,2%,6,-2%,-1%,3%,8%,-9%,18%
NS(=O)(=O)c1ccc(CCNC(=O)c2ccc(-c3ccccc3)cc2)cc1,-7,0%,3,3%,6,1%,4%,2%,0%,-38%[1.91 µM],-1%
CCC1CCC2(CC1)NC(=O)N(CC(=O)NCc1ccccc1Cl)C2=O (stereo not given),2,-1%,/,/,2,/,0%,12%,/,/,/
O=C(NC1CCC(=O)N(CCSc2ccccc2)CC1)OCc1ccccc1 (stereo not given),/,-5%,0,0%,-2,-2%,14%,0%,6%,35%,13%
CCC(C)(C)NC(=O)CN(C(=O)CNS(=O)(=O)c1ccc(C)cc1)c1ccc2c(c1)OCCO2,-21,0%,7,-6%,-8,-1%,-1%,0%,7%,6%,9%
S=C(NCc1ccc(Cl)cc1Cl)NC1CCCCC1,-7,-21%,1,-7%,-1,-2%,-9%,-2%,-2%,5.6µM*,16µM*
O=C(Nc1nc2ccc(Br)cc2s1)c1ccco1,-22,?,-1,3µM*,-21,1.3µM*,-6%,2%,0.63µM*,-33%,0%
COc1ccc(CC(=O)NCC2CCCN(Cc3ccccc3OC)C2)cc1 (stereo not given),-27,0%,0,-11%,-17,4%,11%,-4%,0%,-28%,4%
Cc1cc([N+](=O)[O-])ccc1N(C)C,3,3%,1,-12%,-14,0%,0%,-22%,-6%,8%,1%
CCN(CC)S(=O)(=O)c1ccc2nnn(O)c2c1,7,4%,9,-8%,4,0%,0%,1%,-1%,2%,-2%
Cc1ccc(S(=O)(=O)NCCC(=O)NCC(=O)Nc2c(C)cccc2C)cc1C,-11,0%,/,-1%,1,-1%,-1%,-5%,-1%,/,/
CC(=O)Oc1cccc(N2C(=O)C3C4C=CC(C4)C3C2=O)c1 (stereo not given),12,1%,0,-3%,17,2%,2%,4%,2%,-9%,-6%
O=C(c1ccc(CS(=O)Cc2ccccc2Cl)o1)N1CCN(c2ccccn2)CC1 (stereo not given),-7,-11%,1,-1%,-6,-45%[inhibitor],-2%,-7%,-2%,29%,1%
Cc1c(Cl)cccc1NC(=O)CSc1nnnn1C,10,2%,/,/,7,/,4%,-12%,/,/,/

# Ordered by SMILES length (high to low): 3 of the compounds above.
SMILES,KCNH2 3.1 block,ELG1 genotox,Coupling enz,FLuc counter,Giardia killer,NPC1 promoter act,uPA generation,Tb PFK block,Rab9 prom act,RORgamma inh,Gal4-VP16 FLuc
Cc1ccc(S(=O)(=O)NCCC(=O)NCC(=O)Nc2c(C)cccc2C)cc1C,-11,0%,/,-1%,1,-1%,-1%,-5%,-1%,/,/
O=C(Nc1nc2ccc(Br)cc2s1)c1ccco1,-22,?,-1,3µM*,-21,1.3µM*,-6%,2%,0.63µM*,-33%,0%
Cc1cc([N+](=O)[O-])ccc1N(C)C,3,3%,1,-12%,-14,0%,0%,-22%,-6%,8%,1%

# (further entries)
SMILES,KCNH2 3.1 block,ELG1 genotox,Coupling enz,FLuc counter,Giardia killer,NPC1 promoter act,uPA generation,Tb PFK block,Rab9 prom act,RORgamma inh,Gal4-VP16 FLuc
COc1ccc(F)cc1S(=O)(=O)NCCCn1ccnc1,-10,0%,-2,0%,11,-4%,3%,-2%,0%,/,/
O=[N+]([O-])c1cccc(-c2nc3ccc([N+](=O)[O-])cc3[nH]2)c1,19,-4%,-9,?,?,21%,-9%,1%,4µM*,?,0%
CCN(CCn1cccn1)Cc1cn[nH]c1-c1ccc(-c2ccccc2)cc1,?,3%,3,-17%,58[activator],15%,6%,-11%,0%,6%,-2%
CC(=O)Nc1cccc(NC(=O)Nc2cccc(Cl)c2C)c1,/,-2%,3,-8%,-5,-9%,2%,0%,-5%,3%,-1%
COc1ccccc1N1CCN(c2ccc(-c3ccccc3)nn2)CC1,-5,?,1,0.76µM*,?,?,-14%,1%,0.28µM*,21%,?
Cc1ccc(OCc2cc(C(=O)N3CCC(Oc4cccnc4)CC3)no2)cc1C,5,-4%,5,-19%,-12,-4%,-9%,2%,0%,41%,-23%
O=C(COc1ccc(S(=O)(=O)N2CCCCC2)cc1)N1CCOCC1,-8,-1%,/,6%,5,-6%,0%,-5%,2%,-21%,-4%
CCOC(=O)C(C)Oc1cccc2c(=O)n(CC(=O)NCc3ccco3)ccc12 (stereo not given),15,17%,-1,6%,30[activator],-24%,?,0%,-12%,-4%,3%
COc1ccc(NC(=O)CSc2n[nH]c(N)n2)cc1OC,1,3%,-4,-2%,-3,-1%,11%,-4%,-4%,-1%,-14%
O=S(=O)(NC1c2cccc3cccc(c23)C1N1CCN(CCO)CC1)c1ccccc1 (stereo not given),-1,?,8,3%,0,-5%,-9%,-3%,1%,-25%,-3%

# Part of the list above, showing only Coupling enz and ELG1 genotox.
smiles	Coupling enz	ELG1 genotox
O=[N+]([O-])c1cccc(-c2nc3ccc([N+](=O)[O-])cc3[nH]2)c1	-9	-4%
CCN(CCn1cccn1)Cc1cn[nH]c1-c1ccc(-c2ccccc2)cc1	3	3%

# The results go on:
SMILES,KCNH2 3.1 block,ELG1 genotox,Coupling enz,FLuc counter,Giardia killer,NPC1 promoter act,uPA generation,Tb PFK block,Rab9 prom act,RORgamma inh,Gal4-VP16 FLuc
COc1ccc(CCNC(=O)Cc2ccc(Cl)cc2)cc1OC,11,0%,0,2%,-6,-3%,4%,0%,5%,19%[1.91 µM],2%
CCOC(=O)c1[nH]c(C)c(CN(C(C)=O)c2ccc(OCC)cc2)c1C,-12,-3%,0,5%,-16,-9%,-5%,5%,-19%,28%,1%
Nc1nonc1C(=O)N/N=C/c1ccc(Br)o1,1,0%,-1,19µM*,0,-2%,5%,0%,-2%,?,-24%
COc1cc2ccc(=O)oc2c(O)c1O,-7,/,-16&-16,/,-2,/,-16%,/,/,-33%&-13%,1%&-13%
CC(C)COc1cccc(C(=O)N(C)CC(=O)Nc2cccc3ccccc23)c1,-8,-4%,/,/,-11,/,10%,-2%,/,/,/
Clc1ccc(-c2nnc3sc(-c4ccc(Br)o4)nn23)cc1,-5,15%,-1,0%,-22,-7%,2%,0%,-3%,-36%,8%
CCCCC(CC)C(=O)Nc1cc(C(=O)NCCC)ccc1N1CCC2(CC1)CC(c1cccc(Br)c1)=NO2 (stereo not given),?,0%,/,0%,?,-4%,-7%,6%,0%,/,/
CCCCSc1nc2sc3c(c2c(=O)n1-c1ccc(C)cc1)CCN(C)C3,1,-5%,1,2%,-1,-6%,0%,-11%,-4%,?,2%
CC1(C)CC(=O)C=C(c2ccc(OC(F)(F)F)cc2)C1,-6,2%,/,0%,1,-3%,-4%,0%,-5%,/,/
CCOC(=O)c1c(C)[nH]c(C)c1C(=O)CSc1nnc(-c2cc(OC)c(OC)c(OC)c2)o1,-5,6%,2,2%,0,3%,0%,-6%,-6%,0%,-9%
Cc1cccc2sc(N(CCCN(C)C)C(=O)c3cc4ccccc4oc3=O)nc12,-6,5%,0,-10%,1,-6%,1%,8%,1%,-27%,-3%
CN(CC(=O)Nc1cccc(F)c1)C(=O)c1ccc2c(c1)NC(=O)CS2,-16,0%,/,2%,18,-4%,2%,5%,1%,/,/
COc1nc(-c2cccc([N+](=O)[O-])c2)nc2ccccc12,12,9%,0,-1%,0,1%,-12%,4%,7%,29%,1%
